PhoP GFP inhibition = PhoP regulon inhibitors, Salmonella typhi PhoP promoter GFP reporter, confirmatory (AID 1850) | Salmonella Typhi PhoP-promoter GFP reporter, fluorescence, 4 h; higher % means a stronger effect | one-dose inhibition, % at 50 µM; IC50 in µM for titrated hits | hit rate 0.33% among 310,000; in the data active = a potency from the dose series; inconclusive = inhibition mostly from about 25% at the one dose, without a potency; inactive = the rest, 99 in 100 with inhibition below about 19%;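 note: 0% = induced wells with vehicle and 100% = uninduced wells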
tuberculosis growth = growth inhibition of non-replicating M. tuberculosis (AID 488890). inhibition, % at 25 µM; hits with a dose series show IC50 in µM. hit rate 0.39% among 320,000. Mycobacterium tuberculosis non-replicating, growth inhibition; higher % means a stronger effect; in the data active = a potency from the dose series; inconclusive = inhibition mostly from about 82% at the one dose, without a potency; inactive = the rest, 99 in 100 with inhibition below about 76%;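 note: plate controls were DMSO cells for no effect and high antibiotic wells for full effect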
inhibitors of VEEV = inhibitors of VEEV TC-83 cytopathic effect, confirmation, Vero cells (AID 588727) | Vero cells, VEEV TC-83 cytopathic effect inhibition; higher % means a stronger effect | one-dose inhibition, % at 20 µM; IC50 in µM for titrated hits | hit rate 0.13% among 350,000; in the data active = a potency from the dose series; inconclusive = inhibition mostly from about 14% at the one dose, without a potency; inactive = the rest, 99 in 100 with inhibition below about 12%; note: strong numbers were not always called active
H37Rv inhibition = M. tuberculosis growth inhibition, HTS (AID 449762) | M. tuberculosis H37Rv growth inhibition, 7H9 media; higher % means a stronger effect | inhibition, % at 25 µM, or IC50 in µM where a hit was titrated | hit rate 0.59% among 330,000; in the data active = a potency from the dose series; inconclusive = inhibition above about 70% without an active follow-up result;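 note: bacterial growth assessed after seven days of incubation; strong numbers were not always called active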
influenza NS1A = H1N1 influenza NS1A inhibitors, functional cell based assay (AID 504329) | NS1A functional cell-based assay, percent inhibition; higher % means a stronger effect | inhibition, % at 12.5 µM, or IC50 in µM where a hit was titrated | hit rate 0.3% among 340,000; in the data active = a potency from the dose series; inconclusive = inhibition above about 27% without an active follow-up result; note: strong numbers were not always called active
inhibitors of VEEV 10K pilot screen = also measured in inhibitors of VEEV; calls as there; inhibition, %; measured here: 10K pilot screen inhibition
Numbers without * were called inactive; i = inactive; ? = inconclusive; · = not tested or not shown.

SMILES | PhoP GFP inhibition | tuberculosis growth | inhibitors of VEEV | H37Rv inhibition | influenza NS1A | others
O=C(Nc1cccc(-c2cscn2)c1)C1CCN(Cc2ccsc2)CC1 | -7% | 19% | 5.2% | 1% | 10%
O=C(CCc1ccccc1)NNC(=S)NCCc1ccccc1 | -13% | -3% | 5.6% | -12% | 7%
CCc1ccc(NC(=O)Nc2ccon2)cc1 | -6% | -1% | 2.6% | -5% | 0%
COc1ccc(NC(=O)Cn2cc(C#N)c3ccccc32)cc1 | 15% | -14% | 0.9% | -3% | -4%
N#CC1=C(N)NC(SCc2ccc(F)cc2)=C(C#N)C12CCCCC2 | 1% | 68% | 2.7% | 29% | -2%
Nc1ncnc2c1ncn2[C@@H]1O[C@H](CNCc2ccc(OCc3ccccc3)cc2)[C@@H](O)[C@H]1O | · | 10% | i | 2% | 5%
CC(=O)Nc1ccc(NC(=O)c2cc([N+](=O)[O-])cc([N+](=O)[O-])c2)cc1 | -4% | 8.9µM* | 0.9% | ? | 0%
COc1ccc(CC(=O)O/N=C(\N)c2ccncc2)cc1 | 0% | 30% | 1.5% | -1% | -6%
Cc1cccc(/C(N)=N/OC(=O)c2ccncc2)c1 | 0% | 9% | 9.6% | -4% | -9%
COc1cc(C=CC(=O)c2cc(OC)c(OC)c(OC)c2)cc(OC)c1OC | · | · | 7.8% | · | 1%
Cc1cccc(OCC(=O)NNC(=O)CCN2CCN(c3ccccc3)CC2)c1C | · | -3% | i | 1% | 4%
Cc1ccc(C(=O)OCC(=O)N2CCCCCC2)cc1S(=O)(=O)N1CCOCC1 | · | 11% | 2.4% | -4% | 3%
Cc1ccc(NC(=O)Nc2cccc([N+](=O)[O-])c2)cc1F | -1% | 60% | i | -12% | 3%
COc1ccc(OC)c(S(=O)(=O)N2CCCC2C(=O)NC(C)c2ccccc2)c1 (stereo not given) | -2% | -5% | 1.9% | 0% | -11%
CC1CC(C)CN(C(=O)COC(=O)C2CCN(S(=O)(=O)c3ccc4c(c3)OCCO4)CC2)C1 (stereo not given) | 1% | 15% | 0.5% | 1% | 11%
O=C(Oc1ccc2c(c1)OCO2)c1cc2c(s1)CCC2 | -4% | ? | 11% | ? | 4%
Cc1cc([N+](=O)[O-])ccc1NC(=O)Cc1ccc(F)cc1 | 1% | 18% | 1.6% | 3% | -8%
COc1ccc(OC)c(NC(=O)c2cc(-c3ccc(C)cc3O)n[nH]2)c1 | -10% | -1% | 8.1% | 9% | 8%
OCCN1CCN(c2ncnc3nc[nH]c23)CC1 | -18% | · | 0.6% | -4% | 8%
Cc1ccc(S(=O)(=O)N(CC(=O)Nc2cccc(N(C)S(C)(=O)=O)c2)c2ccc(Cl)c(Cl)c2)cc1 | 21% | 30% | 4.5% | 16% | -4%
O=C(CSc1ncnc2sc3c(c12)CCCC3)c1ccco1 | -9% | ? | 8.9% | 11% | -24%
COc1ccc(NC(=O)/C(=C/c2cccnc2)NC(=O)c2cccs2)cc1 | -3% | -10% | 0.8% | -4% | 1%
CCOC(=O)CSc1nnc(CCCCCN2C(=O)c3cccc4cccc(c34)C2=O)o1 | -4% | ? | i | 8% | -13%
O=CNc1ccccc1Oc1ccccc1 | 2% | -7% | 0.5% | 3% | 5%
CC(C)(C)OC(=O)N[C@@H](Cc1ccccc1)C(=O)NCC1CCC(C(=O)N[C@@H](CCC(N)=O)C(=O)O)CC1 (stereo not given in full) | 7% | -17% | 1.4% | 2% | 18%
CN=C(SCc1ccccc1)c1c(O)n(C)c(=O)n(C)c1=O | 1% | · | 6.7% | -1% | 12%
CCC(=O)Nc1nnc(-c2ccc(OC)cc2)o1 | -15% | · | 2.3% | 4% | -3%
CCCOc1ccc(NC(=O)CNC(=O)c2cc(OC)cc(OC)c2)cc1OCCC | -2% | 8% | 1.9% | -7% | 6%
O=C(NCc1ccccc1OC(F)(F)F)C1CCC(=O)N(C2CC2)C1 (stereo not given) | -4% | 6% | 0.9% | -14% | -14%
Cc1cccc(OCC(=O)N2CCOCC2)c1 | -5% | -7% | i | 0% | -7%
COc1ccc(Cn2c(O)c(C=Nc3ccccc3C(=O)O)c3ccccc3c2=O)cc1 | 1% | 20% | 4.4% | -4% | -3%
CCOC(=O)Cc1csc(NC(=O)Nc2ccc(F)cc2)n1 | 9% | 13% | 1.3% | 1% | -5%
CCN(CC)c1ccc(-c2nn3c(-c4ccccc4OC)nnc3s2)cc1 | 5% | 71% | i | ? | -17%
Nc1c(C(=O)CSc2nncn2-c2ccccc2)c(=O)[nH]c(=O)n1C1CC1 | · | -14% | 5.5% | -5% | -4%
COc1ccccc1C(=O)NCC(=O)OCC(=O)NNC(=O)c1ccc(Br)cc1 | · | 7% | 5.5% | -6% | -5%
O=C(Cn1ccc([N+](=O)[O-])n1)NCc1cccs1 | -1% | 0% | i | -4% | 0%
Cc1cc(S(=O)(=O)N2CCC3(CC2)OCCO3)c(C)cc1Cl | -4% | 10% | 2.5% | 2% | 18%
CCOc1ccc(S(=O)(=O)/N=C(/Nc2ccc(C)c(S(=O)(=O)N3CCOCC3)c2)c2ccccc2)cc1 | · | 54% | 1.3% | 4% | -10%
O=C(CN1C(=O)c2ccccc2S1(=O)=O)NCCSCc1ccco1 | 0% | -2% | 1.7% | 1% | -2%
COc1ccc(NS(=O)(=O)c2cc(NC(=O)[C@@H](NC(=O)c3ccccc3)C(C)C)ccc2C)cc1 | -8% | 28% | 1.1% | 27% | -3%

Brought forward from above: five compounds; new compounds follow.
SMILES | PhoP GFP inhibition | tuberculosis growth | inhibitors of VEEV | H37Rv inhibition | influenza NS1A | others
O=C(Cn1ccc([N+](=O)[O-])n1)NCc1cccs1 | -1% | 0% | i | -4% | 0%
Cc1cc(S(=O)(=O)N2CCC3(CC2)OCCO3)c(C)cc1Cl | -4% | 10% | 2.5% | 2% | 18%
CCOc1ccc(S(=O)(=O)/N=C(/Nc2ccc(C)c(S(=O)(=O)N3CCOCC3)c2)c2ccccc2)cc1 | · | 54% | 1.3% | 4% | -10%
O=C(CN1C(=O)c2ccccc2S1(=O)=O)NCCSCc1ccco1 | 0% | -2% | 1.7% | 1% | -2%
COc1ccc(NS(=O)(=O)c2cc(NC(=O)[C@@H](NC(=O)c3ccccc3)C(C)C)ccc2C)cc1 | -8% | 28% | 1.1% | 27% | -3%
CNC(=S)N/N=C/c1cc(Br)c(OCc2ccncc2)c(OC)c1 | 4% | -11% | 1.2% | 8% | -5%
Cc1cc(C)nc(/N=C(\N)Nc2ccc(S(=O)(=O)Nc3nccc(C)n3)cc2)n1 | 4% | 7% | 1.2% | -2% | 1%
CC(C)(C)OC(=O)N1CCC(C(=O)N[C@@H](Cc2c[nH]c3ccccc23)C(=O)O)CC1 | 0% | -5% | 1.0% | 1% | -17%
Cc1ccc(S(=O)(=O)N2CCCCC2)cc1NC(=O)c1cccs1 | · | 26% | i | -10% | 2%
COc1cccc(CNC(=O)Cc2ccc(NC(=O)C3=C(C)OCCS3)cc2)c1 | 0% | 6% | 1.6% | 7% | 4%
CC(OC(=O)c1cccc(S(=O)(=O)N2CCCC2)c1)C(=O)c1ccccc1 (stereo not given) | -3% | -1% | 12% | 4% | 25%
Cc1cc(/C=C2\C(=O)NC(=S)N(C)C2=O)c(C)n1C1CCCCC1 | 4% | ? | 0.1% | ? | 10%
Cc1ccnc(NC(=O)CCCc2ccc(N(CCCl)CCCl)cc2)n1 | · | · | i | · | 5%
Cc1ccc2c(c1)N(CC(=O)NCCc1c[nH]c3ccccc13)C(=O)CO2 | -8% | 9% | 1.5% | -2% | -1%
Cc1[nH]c(C)c(S(=O)(=O)N2CCN(c3cccc(Cl)c3)CC2)c1C(=O)N1CCCCC1 | 0% | -1% | ? | -3% | -6%
O=C(NC(=S)NCC1CCCO1)c1ccccc1F (stereo not given) | 4% | 5% | i | -1% | 10%
CC(NC(=O)c1ccccc1)C(=O)N/N=C/c1cccc([N+](=O)[O-])c1 (stereo not given) | 7% | 0% | 2.0% | 3% | -4%
COc1cc(C(=O)Nc2ccccc2C(=O)NCc2cccnc2)cc(OC)c1OC | 9% | -8% | 8.4% | -3% | 3%
Cc1ccc(N2C(=O)CC(N3CCN/C3=C3\CC/C(=C\c4ccccc4)C3=O)C2=O)cc1 (stereo not given) | 1% | -12% | i | 4% | -12%
Cc1ccc([C@H]2C(C(=O)O)=CC[C@@H](c3ccc(Cl)cc3)N2S(=O)(=O)c2ccccc2C)cc1 | · | 67% | i | 5% | -12%
Cc1ccc(NC(=O)CCCNC(=O)c2ccc(Cl)cc2)cc1S(=O)(=O)N1CCOCC1 | · | -6% | 1.0% | 2% | -5%
COc1cccc(OC)c1C(=O)OCC(=O)NC1CCCCCC1 | · | 53% | 8.0% | 3% | 0%
O=C(NC(CC(=O)N1CCN(c2ccccc2O)CC1)c1ccccc1)c1ccccc1Cl (stereo not given) | · | 15% | 7.8% | -9% | 9%
CC(SCc1ccc(C(=O)O)o1)c1ccc(C(=O)O)o1 (stereo not given) | -1% | -10% | 1.3% | 6% | 0%
Cc1ccc2nc(-c3ccccc3)cc(C(=O)NNC(=O)c3csc(N4CCOCC4)n3)c2c1 | 1% | 23% | 7.5% | ? | -3%
CC[C@]12c3[nH]c4ccc(OC)cc4c3CCN1C(=O)C(CC(=O)NC(C)(C)C)C[C@@H]2C(=O)N1CCN(C(=O)c2ccco2)CC1 (stereo not given in full) | · | · | 0.7% | · | 7%
COc1cccc(CC(NC(C)=O)C(=O)NC2CCN(c3nc(C)cc(C)c3C#N)CC2)c1OC (stereo not given) | -5% | 11% | 3.8% | -2% | 1%
Cc1cc(Cl)ccc1NC(=O)CCCN1C(=O)CCC1=O | -4% | 8% | 0.7% | -7% | 0%
CCc1ccccc1NC(=S)N1CCCCCC1 | -5% | 5% | 1.4% | 4% | -5%
CN1CCN(Cn2cc(/C=C/C(=O)c3ccccc3)c3ccccc32)CC1 | 6% | 57% | i | 8µM* | 2%
COc1ccc(Cl)cc1NC(=O)COC(=O)CCNC(C)=O | -16% | · | 3.1% | -10% | 4% | inhibitors of VEEV 10K pilot screen=0.9
CCc1cc(S(=O)(=O)N2CCN(C(=O)c3ccco3)CC2)ccc1OC | -3% | -22% | 0.4% | -29% | -6%
O=C1CC(=O)N(c2ccc3c(c2)OCO3)C(=O)N1 | -2% | 2% | 0.1% | -9% | -7%
NC(=O)C1CCN(c2c([N+](=O)[O-])cc(C(F)(F)F)cc2[N+](=O)[O-])CC1 | -5% | 6% | 1.1% | 0% | -1%
COc1ccc(N2C(=O)CC(N3CCN(S(=O)(=O)c4ccc(Cl)cc4)CC3)C2=O)cc1 (stereo not given) | -12% | 0% | 1.3% | -7% | 4%
O=C(COc1cccc2ccccc12)Nc1cc(Cl)ccc1C(=O)O | -11% | · | 1.2% | 1% | -9%
CC1CN(S(=O)(=O)c2ccc(C(=O)Nc3nnc(-c4ccco4)o3)cc2)CC(C)O1 (stereo not given) | -1% | 23% | i | 0% | -7%
COC(=O)c1c(-c2cccs2)csc1NC(=O)c1cccnc1 | -15% | 12% | 12% | 33% | -4%
COc1cccc(/C=c2\s/c(=C/C(=O)c3ccc(C)cc3)[nH]c2=O)c1OC | -19% | -10% | 0.9% | 6% | 0%
c1ccc2sc(NC3=NCN(C4CCCCCC4)CN3)nc2c1 | -2% | 16% | i | 6% | 0%
COc1ccc(C(=O)Oc2ccc(C(C)=O)cc2)c(OC)c1 | 4% | 34% | 0.5% | 12% | 2%
O=C(CCc1ccccc1)N1CCCN(C(=O)CCc2ccccc2)CC1 | -3% | -13% | 0.2% | 2% | -8%
CSc1ccc(CCNC(=O)c2cc(-c3ccccc3)c(N3CCOCC3)s2)cc1 | -8% | 65% | 11% | 38% | 10%
COc1ccc(CCN(C)CC(O)COc2c(C)ccc(C)c2C)cc1OC (stereo not given) | 5% | 35% | i | 1% | 2%
Cc1ccc(Cn2c(=S)[nH]c3ccccc3c2=O)cc1 | 4% | 21% | i | 10% | 18%
Cc1cc(C)c(NC(=O)CN(C)S(=O)(=O)c2ccc3c(c2)n(C)c(=O)c(=O)n3C)c(C)c1 | -2% | · | i | -2% | 10%

An excerpt from above in order of length of the SMILES, rising:
SMILES | PhoP GFP inhibition | tuberculosis growth | inhibitors of VEEV | H37Rv inhibition | influenza NS1A | others
CCc1ccccc1NC(=S)N1CCCCCC1 | -5% | 5% | 1.4% | 4% | -5%
NC(=O)C1CCN(c2c([N+](=O)[O-])cc(C(F)(F)F)cc2[N+](=O)[O-])CC1 | -5% | 6% | 1.1% | 0% | -1%
CC[C@]12c3[nH]c4ccc(OC)cc4c3CCN1C(=O)C(CC(=O)NC(C)(C)C)C[C@@H]2C(=O)N1CCN(C(=O)c2ccco2)CC1 (stereo not given in full) | · | · | 0.7% | · | 7%

Source: PubChem BioAssay
